# DAX1 inh-1 = DAX1 (NR0B1) inhibitors, primary screen, cell-based, HEK293, Gal4-DAX1, luciferase luminescence. HEK293 Gal4-DAX1 luciferase reporter. AID 504766, 2011. inhibition, % at 6.75 µM. Nuclear receptor subfamily 0 group B member 1 (Homo sapiens), P51843. actives 0.99% (n = 340,000);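 active = inhibition above the mean over all tested compounds plus 3 SD, cut at about 4.2% in these data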;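 also: 0% = DAX1-transfected cells with DMSO and 100% = empty-vector control cells with DMSO; inhibition shows as a rise in luminescence from relieved DAX1 repression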
# Target sequence (P51843 207-470 limits assumed): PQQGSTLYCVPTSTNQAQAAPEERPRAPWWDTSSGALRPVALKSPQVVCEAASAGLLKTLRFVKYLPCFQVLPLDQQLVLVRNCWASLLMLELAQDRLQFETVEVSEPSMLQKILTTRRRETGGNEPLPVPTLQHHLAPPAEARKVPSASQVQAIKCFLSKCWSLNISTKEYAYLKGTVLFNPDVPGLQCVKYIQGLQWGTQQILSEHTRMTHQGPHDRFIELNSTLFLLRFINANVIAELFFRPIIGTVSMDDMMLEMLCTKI
# PG9 Ab binder = binders of HIV-1 gp120 antibody PG9, primary screen, biochemical, TR-FRET | inhibition, % at 6.7 µM | actives 0.43% (n = 360,000) | TR-FRET gp120-PG9 antibody binding; in the data active = inhibition above about 8.5%
# hcDAF-12 act = H. contortus DAF-12 nuclear receptor activators, primary screen, cell-based, luminescence, HEK293, lit1-tk-luc reporter; HEK293 hcDAF-12 lit1-tk-luc reporter; 0% DMSO, 100% Δ7-dafachronic acid; AID 652067, 2013; actives 1.4% (n = 370,000); activation, % at 6.8 µM;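 active = activation above the mean of all tested compounds plus 3 SD, cut at about 5.5% in these data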;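 also: 100% = response to 3 µM Δ7-dafachronic acid high control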
# ssDAF-12 act = S. stercoralis DAF-12 nuclear receptor activators, primary screen, cell-based, luminescence, HEK293, GRIP1 co-expression, lit1-tk-luc | Nuclear hormone receptor DAF-12 (Strongyloides stercoralis) | HEK293 ssDAF-12/GRIP1 lit1-tk-luc reporter; % of 3 µM dafachronic acid response | activation, % at 6.8 µM | actives 1% (n = 370,000) | AID 652126, 2013;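 active = activation above the mean over all tested compounds plus 3 SD, cut at about 0.9% in these data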;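 also: 0% = DMSO-only wells and 100% = 3 µM delta7-dafachronic acid wells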
# PLC-beta3 inh = human PLC-beta3 inhibitors, primary screen, biochemical, fluorescence; inhibition, % at 12.2 µM; 1-phosphatidylinositol 4,5-bisphosphate phosphodiesterase beta-3 (Homo sapiens), Q01970; Purified PLC-beta3, fluorogenic substrate; actives 0.18% (n = 370,000); in the data active = inhibition above about 11%;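 also: 0% = median of compound wells on plate and 100% = full blocker control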
# Rev-erbA mod = modulators of Rev-erb alpha DNA binding, primary screen, biochemical, FITC-DNA, fluorescence polarization, uHTS | Rev-erbα–FITC-DNA binding, 90 min | actives 0.79% (n = 370,000) | activity, % at 10 µM | AID 1259318, 2017 | Nuclear receptor subfamily 1 group D member 1 (Homo sapiens), P20393;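 active = activity above about 14%, limit read from the data; passing the limit was not always enough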;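 also: 0% = DMSO wells with 35 nM protein and 100% = DMSO wells with 750 nM protein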
# Target sequence (P20393 whole entry, looked up): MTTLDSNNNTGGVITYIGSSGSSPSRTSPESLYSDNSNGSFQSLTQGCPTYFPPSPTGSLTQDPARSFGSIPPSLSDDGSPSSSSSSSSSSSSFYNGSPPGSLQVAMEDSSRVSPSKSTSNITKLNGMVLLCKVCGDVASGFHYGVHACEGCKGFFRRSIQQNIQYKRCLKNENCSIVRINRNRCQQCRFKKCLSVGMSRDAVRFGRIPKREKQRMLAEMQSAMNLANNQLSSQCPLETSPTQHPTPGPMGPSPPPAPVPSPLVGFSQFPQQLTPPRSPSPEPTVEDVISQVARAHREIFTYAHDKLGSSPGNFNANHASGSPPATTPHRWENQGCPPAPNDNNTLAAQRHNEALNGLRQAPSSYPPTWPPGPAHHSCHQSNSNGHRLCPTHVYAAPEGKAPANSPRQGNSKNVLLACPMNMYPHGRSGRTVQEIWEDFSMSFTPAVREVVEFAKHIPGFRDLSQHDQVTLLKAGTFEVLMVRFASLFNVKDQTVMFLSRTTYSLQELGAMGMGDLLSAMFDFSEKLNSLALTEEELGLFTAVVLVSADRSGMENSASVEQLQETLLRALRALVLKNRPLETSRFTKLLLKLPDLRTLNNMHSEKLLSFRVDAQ
# DAX1 inh-2 = DAX1 (NR0B1) inhibitors on StAR promoter, primary screen, cell-based, luminescence, SF-1 (NR5A1), full-length DAX-1. HEK293T StAR-luciferase reporter, SF-1/DAX-1 repression relief. inhibition, % at 6.8 µM. actives 1.1% (n = 370,000). AID 652010, 2013;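 active = inhibition above the mean over all tested compounds plus 3 SD, cut at about 3.6% in these data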;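 also: 0% = DAX-1 cells with DMSO and 100% = cells lacking DAX-1 with DMSO; higher inhibition means more luminescence from relief of DAX-1 repression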
# hgDAF-12 ag = H. glycines DAF-12 receptor agonists, primary screen, cell-based, luminescence, HEK293, GAL4 fusion, UAS-luciferase | activation, % at 6.8 µM | actives 1.8% (n = 370,000) | HEK293 GAL4-hgDAF12 UAS-luciferase reporter, agonist luminescence; normalized to butyrate control;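 active = activation above a cutoff set at the mean of all screened compounds plus 3 SD, cut at about 10% in these data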;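 also: 0% = DMSO wells and 100% = sodium butyrate wells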
# HGIII-sPLA2 inh = human group III sPLA2 inhibitors, primary screen, biochemical, QFRET, BODIPY PC-A2 liposome substrate; AID 743126, 2013; QFRET BODIPY PC-A2 liposome hydrolysis, fluorescence; actives 0.56% (n = 370,000); inhibition, % at 12.2 µM;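 active = inhibition above mean plus 3 SD of compounds lying within the high and low control bounds, cut at about 19% in these data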;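 also: 0% = median of test compound wells and 100% = no enzyme DMSO wells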
# SMARCA2 activ = SMARCA2 (BRM) function activators, primary screen, cell-based, luminescence, high throughput. MG213 cells, MMTV-luciferase reporter, dexamethasone, overnight. activation, % at 9.1 µM. actives 1% (n = 370,000); in the data active = activation above about 7.8%;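 also: 0% = vehicle wells and 100% = reference activator wells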
# GAA850 FXN act = FXN promoter activators, primary screen, cell-based, luciferase luminescence, HEK293 lucGAA850 | HEK293 lucGAA850 FXN promoter luciferase reporter, 24 h; percent of 10 µM SAHA response | activation, % at 6 µM | actives 0.56% (n = 360,000);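 active = activation above the average of all compounds screened plus 3 SD, cutoff fixed separately per campaign, cut at about 7.5% in these data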;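 also: 0% = DMSO wells and 100% = 10 µM SAHA wells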
# * = called active by the depositor; i = inactive; . = not tested or not shown.
# Results follow in this order: DAX1 inh-2	HGIII-sPLA2 inh	DAX1 inh-1	Rev-erbA mod	hgDAF-12 ag	PG9 Ab binder	SMARCA2 activ	ssDAF-12 act	GAA850 FXN act	hcDAF-12 act	PLC-beta3 inh
- Cc1ccc(S(=O)(=O)CCc2nnc(NC(=O)CCl)s2)cc1C
  -1.7	-5	3.7	1	-2.7	-1.3	3	-1.8	0.4	-1.9	2
- O=C(c1cc2ncc(Br)cn2n1)N1CCOCC1
  0.1	1	0.6	-10	1.4	-0.8	6	-0.6	3.5	0.5	-3
- O=C(NCc1ccccc1)N1CCN(c2ccc(F)cc2)CC1
  -1.2	1	0.6	5	-0.7	2.8	-4	-1.0	-0.2	-0.9	0
- COc1ccc(CCNC(=O)c2ccccc2C(=O)NCCc2ccc(OC)cc2)cc1
  0.2	5	-0.8	-2	2.0	-2.0	0	-1.1	0.7	0.7	-6
- O=C(CNC(=O)c1ccc(Br)cc1)c1ccccc1
  2.7	-18	1.2	-2	13*	-0.3	4	-0.1	2.0	3.6	-5
- Cc1ccc(-c2nc(CSCC(=O)Nc3cc(C)on3)c(C)o2)cc1
  0.2	1	0.9	-5	-2.9	-1.5	-1	-2.0	-0.3	-1.8	2
- O=C(COC(=O)c1ccccc1F)Nc1cccnc1Cl
  -0.5	-5	-0.3	6	1.9	-2.1	-1	-1.0	0.7	-0.1	0
- c1ccc(CN(Cc2ccccc2)c2ncnc3c2nnn3Cc2ccccc2)cc1
  -0.2	13	.	-6	-0.4	-1.9	-4	-1.7	0.4	-0.8	-6
- Cc1nc2ccccc2c(=O)n1-c1ccc(NS(=O)(=O)c2cc(F)ccc2F)cc1
  -2.0	-10	-1.6	4	-2.0	0.3	-1	-1.0	3.3	-0.7	3
- CCCCn1cnc2c(oc3nc4c(cc32)CCCC4)c1=O
  3.0	10	0.4	-6	11*	-0.1	1	0.3	1.6	8.3*	-8
- COc1ccc(C(=O)C(C)Oc2cccc(NC(=O)c3cccc([N+](=O)[O-])c3)c2)cc1 (configuration not stated)
  -0.5	1	-2.7	1	1.1	0.5	-2	-0.8	-4.2	-2.1	2
- C=CCNC(=O)c1onc(CSc2ccc(F)cc2)c1C(=O)O
  0.1	1	1.1	-4	0.6	-0.1	-1	-1.6	0.0	-1.0	-3
- CC1(C)CC(NC(=O)COc2ccc(Br)cc2Cl)CC(C)(C)N1
  -0.1	-2	-0.1	-4	-3.3	-2.5	1	-1.4	-2.9	-2.2	-6
- O=C(NC1CCCC1)c1cc2cc(Br)ccc2o1
  7.0*	0	2.5	3	10	-1.1	5	-0.6	4.0	1.6	-9
- O=S(=O)(NCc1ccccc1)NCc1ccc(Cl)cc1Cl
  0.2	-8	-0.7	2	-2.1	0.4	-1	-1.5	0.5	-0.9	-2
- OC(Cn1cncn1)c1ccc(Cl)cc1Cl (configuration not stated)
  0.0	2	0.0	7	1.9	1.3	0	-1.1	1.9	-1.3	2
- CCOc1ccc(-c2nc(-c3cccnc3)no2)cc1OCC
  1.1	1	-1.0	5	1.3	1.6	2	-1.1	5.2	-0.1	-2
- CC(C(=O)O)N1C(=O)CSc2ncccc21 (configuration not stated)
  -0.3	7	-0.6	-3	-1.1	1.6	2	-0.7	-1.3	-0.1	1
- Clc1ccc2c(c1)C(c1cccs1)=NNC(c1cccnc1)=N2
  0.7	-9	0.7	5	3.6	-2.4	2	-0.8	-0.9	0.7	0
- COc1ccc(/C=C2\OC(=O)c3c(OC)cccc32)cc1OC
  3.5	-4	0.9	9	9.6	1.2	8.6*	-0.6	11*	0.4	i
- Cc1ccc(-c2noc(C3CCCN(S(=O)(=O)c4ccc(S(=O)(=O)N(C)C)cc4)C3)n2)o1 (configuration not stated)
  0.2	1	-0.9	-4	-0.7	-3.1	1	-1.5	1.9	1.2	0
- CC(C)(C)[C@H]1COC(=O)CCCC/C=C\C[C@H](CC(=O)NCCO)C(=O)N1
  0.4	5	1.0	3	1.4	0.5	0	-1.3	0.7	-0.3	4
- COc1cc(OC)cc(C2=Cc3ccccc3C(CC(C)=O)N2c2ccc(C#CC3(N)CCCCC3)cc2)c1 (configuration not stated)
  -1.0	4	.	-10	4.5	2.0	-1	-1.0	.	0.2	-198
- COc1cc(NC(=O)C2CC(=O)NC3=C2C(=O)CC(C)(C)C3)c(OC)cc1Cl (configuration not stated)
  0.2	4	-0.1	1	-1.3	1.1	-1	-1.3	0.8	-0.7	-3
- Cc1nc2ccccc2n1-c1ccccc1
  -0.5	5	0.2	1	-2.0	-0.6	4	-1.0	-0.6	-2.6	5
- Cc1nonc1C1CCCN1Cc1nc(-c2ccccc2Cl)oc1C (configuration not stated)
  0.2	-3	0.9	3	-1.7	0.3	-4	-0.5	-0.1	-1.2	-9
- Cc1c(C(=O)NNc2cc(=O)n(C)c(=O)n2C)cccc1[N+](=O)[O-]
  -0.1	14	0.6	-2	1.2	-0.6	-3	-0.8	1.1	0.3	-6
- COc1ccc2nc(NC(=O)CSc3ccccc3)sc2c1
  0.3	-20	0.5	-3	4.0	-1.6	0	-1.2	-1.8	-0.2	-4
- COc1ccc(S(=O)(=O)N(C)C[C@@H]2Oc3ccc(NS(C)(=O)=O)cc3C(=O)N([C@@H](C)CO)C[C@H]2C)cc1
  -0.1	-10	-0.6	1	2.7	0.1	0	-1.3	-0.7	-0.5	2
- CN(CCOc1ccc(Cl)c(Cl)c1)Cc1ccccc1
  -0.7	-2	0.1	-1	0.5	-1.4	-2	-0.6	-0.7	-1.8	-7

# Entries above printed as active in GAA850 FXN act.
compound	DAX1 inh-2	HGIII-sPLA2 inh	DAX1 inh-1	Rev-erbA mod	PG9 Ab binder	SMARCA2 activ	ssDAF-12 act	GAA850 FXN act	hcDAF-12 act	PLC-beta3 inh
COc1ccc(/C=C2\OC(=O)c3c(OC)cccc32)cc1OC	3.5	-4	0.9	9	1.2	8.6*	-0.6	11*	0.4	i

# The list continues:
# Results follow in this order: DAX1 inh-2	HGIII-sPLA2 inh	DAX1 inh-1	Rev-erbA mod	hgDAF-12 ag	PG9 Ab binder	SMARCA2 activ	ssDAF-12 act	GAA850 FXN act	hcDAF-12 act	PLC-beta3 inh
- O=C(CN1C(=O)CCC1=O)Nc1ccc(S(=O)(=O)N2CCOCC2)cc1
  1.5	-1	-0.4	4	3.0	-1.5	7	-0.5	-3.2	-1.3	4
- CC1=C(C(=O)N(C)C)CC(CC(=O)NC(c2ccccc2)c2ccccc2)C(=O)N1Cc1ccc(C(C)(C)C)cc1 (configuration not stated)
  -0.5	-26	-1.2	-8	2.0	-1.5	-1	-1.7	1.3	1.0	2
- O=C(Nc1nnc(SCC(=O)N2CCCCC2)s1)C1CCCCC1
  0.8	6	-1.1	3	-1.1	1.1	-4	-0.9	0.9	-1.0	0
- O=C1CCN(CCc2ccccc2)CCN1[C@H](CO)c1ccccc1
  -0.5	8	0.8	-2	1.6	2.3	-1	-0.8	0.3	-1.5	-13
- COc1ccccc1NS(=O)(=O)c1ccc(C)c(C(N)=O)c1
  -0.7	-5	0.4	1	-0.5	-2.1	2	-0.8	-0.1	-1.6	1
- COC(=O)Cc1ccc(NC(=S)Nc2ccc(N3CCOCC3)cc2)cc1
  -0.3	-1	-2.0	3	2.3	-4.4	3	-0.2	-2.1	0.9	-2
- O=C(NC1CCCC1)c1ccc([N+](=O)[O-])s1
  -1.6	7	-1.7	-2	-4.2	-3.4	-4	-1.3	1.5	-1.1	-2
- Cn1nc(C(F)(F)F)c(C(=O)Nc2ccc(F)cc2F)c1Cl
  0.0	-4	-0.6	0	1.8	0.9	-1	-1.1	0.3	-1.4	1
- CCOCC(=O)N1CCN(c2ccc([N+](=O)[O-])cc2)CC1
  -0.8	2	-0.3	-4	2.4	2.6	-1	-1.6	-0.6	-2.7	3
- O=c1ccc(-c2ccccc2)n[nH]1
  0.2	-2	1.5	5	-0.8	-0.8	0	-1.1	4.5	-2.3	-1
- CN(C)c1ccc(N(C)C)c(C(O)(c2ccccc2)c2ccccc2)c1
  -0.5	13	.	1	-0.7	-1.5	-1	-1.5	.	-0.9	1
- COc1cc(CNC[C@H]2O[C@@H](n3ccc(N)nc3=O)[C@H](O)[C@@H]2O)ccc1OCc1cccc(Cl)c1
  0.9	7	0.8	-6	-2.2	-0.3	-1	-0.9	2.3	0.4	-2
- CCCCOCC1CN(CCCC)S(=O)(=O)c2c(F)cccc2O1 (configuration not stated)
  -0.8	2	.	-3	0.5	-1.3	-2	-1.0	.	-1.0	0
- COCCn1nnnc1CN(CCCN1CCOCC1)Cc1cc2c(C)ccc(C)c2[nH]c1=O
  -0.1	-5	0.5	0	2.4	-1.1	3	-0.6	-1.8	2.0	-44
- COc1cc(OC)cc(C(=O)NCC2CCCN(C(=O)c3csc(C)n3)C2)c1 (configuration not stated)
  2.1	-2	1.9	7	1.8	-0.1	1	-0.4	1.8	0.1	-4
- CCNC(=S)NN=C1c2ccccc2-c2ccccc21
  -2.0	4	-1.6	3	-0.1	-1.5	-4	-2.1	2.5	-1.1	-41
- CC(=O)Nc1ccc(S(=O)(=O)N2CCN(C(=O)CCC3CCCC3)CC2)cc1
  -1.9	1	-1.8	0	-4.2	0.5	-4	-0.7	-3.0	-2.8	-1
- O=C1C2C3C=CC(CC3)C2C(=O)N1/N=C/c1ccc(O)cc1 (configuration not stated)
  -0.2	7	0.1	1	1.7	-0.8	-2	-1.3	0.4	0.9	1
- COc1ccc(S(=O)(=O)N(CC(=O)Nc2cccnc2)c2ccccc2OC)cc1
  0.2	-1	-0.1	2	0.5	-1.2	-2	-1.8	-4.3	-1.4	0
- O=C(/C=C/c1ccccc1[N+](=O)[O-])NCc1ccc(Cl)cc1
  -0.7	-8	-0.4	6	0.3	-2.0	2	-1.9	3.7	3.0	1
- O=C(Nc1ccc(NC(=O)c2ccc([N+](=O)[O-])o2)cc1Cl)c1ccco1
  -0.9	3	-0.8	1	-0.1	-2.5	3	-0.7	5.2	-0.3	-10
- CCCNS(=O)(=O)c1ccc(CCC(=O)NCC2CCCO2)cc1 (configuration not stated)
  -0.4	5	-0.6	2	-2.7	-1.9	2	-0.2	0.2	1.4	4
- CC1Cc2ccccc2N1C(=O)CCN1C(=O)C2C3C=CC(C3)C2C1=O (configuration not stated)
  0.2	-3	0.8	-4	0.6	1.3	-7	-0.6	0.1	0.9	1

# Assay outcomes from PubChem BioAssay.
